DSG3 Ab inh – blocks pemphigus antibody binding to human desmoglein-3; P32926; DSG3-coupled beads, scFv-anti-DSG3-GFP binding, flow cytometry; active compounds read low; binding (percent of control), % at 10 µM; 310,000 compounds, 0.48% hits; AID 588358;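 active = binding more than 3 SD below its plate's average and above zero; inconclusive = below that plate limit but binding exactly zero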;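 note: hits lower antibody fragment binding to DSG3; some compounds called inactive have numbers as strong as hits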
Target sequence (P32926 whole entry, looked up, the tested form may be a part): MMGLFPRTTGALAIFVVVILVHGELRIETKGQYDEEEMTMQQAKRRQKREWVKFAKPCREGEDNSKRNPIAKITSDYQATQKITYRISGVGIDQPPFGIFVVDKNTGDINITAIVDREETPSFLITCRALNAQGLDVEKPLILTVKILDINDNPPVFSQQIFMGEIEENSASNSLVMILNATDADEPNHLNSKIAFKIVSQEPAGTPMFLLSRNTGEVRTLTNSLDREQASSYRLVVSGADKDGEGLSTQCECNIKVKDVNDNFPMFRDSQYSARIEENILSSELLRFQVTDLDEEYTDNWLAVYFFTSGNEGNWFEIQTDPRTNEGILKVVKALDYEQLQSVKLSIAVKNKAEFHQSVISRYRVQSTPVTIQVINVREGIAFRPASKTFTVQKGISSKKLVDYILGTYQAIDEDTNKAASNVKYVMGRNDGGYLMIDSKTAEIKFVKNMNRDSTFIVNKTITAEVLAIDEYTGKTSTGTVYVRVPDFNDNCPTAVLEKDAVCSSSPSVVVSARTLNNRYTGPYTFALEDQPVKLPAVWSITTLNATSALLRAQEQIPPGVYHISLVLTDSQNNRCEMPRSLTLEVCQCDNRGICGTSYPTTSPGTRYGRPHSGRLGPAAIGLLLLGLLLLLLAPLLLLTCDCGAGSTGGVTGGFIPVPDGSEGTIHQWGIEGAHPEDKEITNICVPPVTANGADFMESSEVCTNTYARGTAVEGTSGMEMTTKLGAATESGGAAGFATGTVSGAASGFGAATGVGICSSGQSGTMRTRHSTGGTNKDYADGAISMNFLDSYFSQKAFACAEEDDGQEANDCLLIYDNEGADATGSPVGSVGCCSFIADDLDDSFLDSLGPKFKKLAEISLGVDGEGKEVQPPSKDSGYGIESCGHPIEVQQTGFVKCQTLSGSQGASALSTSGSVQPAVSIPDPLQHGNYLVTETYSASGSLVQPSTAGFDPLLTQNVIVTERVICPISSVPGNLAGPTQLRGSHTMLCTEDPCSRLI
dFosB activator – mouse delta FosB homodimer activation; purified delta FosB, TAMRA-CDK5 oligo fluorescence polarization; percent of positive-control signal above neutral wells; P13346; AID 493131; activation, % at 25 µM; 340,000 compounds, 0.99% hits;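 active = mean activation above about 17%, with every replicate also reaching it, limit read from the data, passing the limit was not always enough; inconclusive = only one of the two conditions met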;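 note: fluorescence polarization rise as delta FosB binds a TAMRA Cdk5 AP-1 oligo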
MITF act – activators of MITF-driven TRPM1 promoter activity in SK-MEL-5 cells; SK-MEL-5 TRPM1-promoter luciferase, 24 h; % of positive control, neutral wells = 0; activation, % at 12.5 µM; 300,000 compounds, 0.75% hits; AID 588334;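 active = mean activation of at least 80% with every replicate also reaching 80%; inconclusive = mean reaches 80% but some replicate falls short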;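 note: 0% = neutral control wells and 100% = parthenolide positive control wells; values of inactives mirror those of a sister screen read the other way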
NSD2 HMT inh – inhibitors of human histone methyltransferase NSD2; O96028; NSD2 peptide methylation, AlphaScreen, 120 min; inhibition, % at 12.5 µM; 310,000 compounds, 0.54% hits; in the data active = inhibition above about 50%
PKA-R2B activ – PKA-R2B complex activation; P22694+P31323; PKA-R2B holoenzyme dissociation, Cy5-IP20 fluorescence polarization; R2B truncated from residue 108, S112A mutant; 0% DMSO only, 100% 113 µM cGMP; activation, % at 11.4 µM; 340,000 compounds, 0.079% hits;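 active = activation above a cutoff set at the mean over all compounds plus 3 SD, cut at about 18% in these data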;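 note: higher means more holoenzyme dissociation and a rise in polarization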
SR-BI DiI inh – mouse SR-BI HDL lipid transfer inhibition; 320,000 compounds, 0.96% hits; inhibition, % at 12.5 µM; Q61009; AID 488896; ldlA[mSR-BI] CHO cells, DiI-HDL uptake fluorescence, 3 h;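 active = mean replicate inhibition of at least 70% and a set share of replicates each scoring 70 or more; inconclusive = meets just one of the two criteria; inactive = fails both criteria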;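 note: 0% = median of neutral control wells and 100% = median of positive control wells; values of inactives mirror those of a sister screen read the other way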
SUMO Mot1 rescue – blocks SUMOylation pathway, rescuing yeast Mot1-301 growth | S. cerevisiae Mot1-301 growth rescue, ATP luminescence, 38.5C; percent above DMSO median, 100 means doubled | growth rescue, % at 18.8 µM | 320,000 compounds, 1% hits;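 active = every valid replicate shows activation above 250% relative to neutral control wells; inactive = the rest, any valid replicate at or below 250%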;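 note: OY570 slx delta 5 strain wells were the positive control but not used for scaling; some compounds called inactive have numbers as strong as hits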
Arrestin-AP2 inh – human beta-arrestin and AP2 interaction inhibition. FITC-arrestin peptide / GST-AP2 beads, flow cytometry; AP2 beta2 appendage carries R879A mutation. inhibition, % at 10 µM. 340,000 compounds, 0.31% hits;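 active = inhibition above a set limit, near 3 SD of compounds lacking own fluorescence, cut at about 54% in these data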;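 note: plate controls were DMSO wells for no effect and 5 µM unlabelled arrestin peptide for full effect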
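System: GST-AP2 R879A glutathione beads | Also added: FITC-arrestin peptide, 50 nM | Times: 12 min plus 1 h, RT | Signal: Bead flow cytometry, FITC channel | Buffer or medium: PBS with 0.05% Tween 20 and 0.1% BSA | Read-out basis: Percent drop in bead-associated FITC signal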
PKA-R1A activ – activates the PKA-R1A holoenzyme complex; PKA-R1A dissociation, Cy5-IP20 fluorescence polarization; scaled: DMSO 0%, 113 µM cGMP 100%; activation, % at 11.4 µM; 340,000 compounds, 0.083% hits;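 active = percent activation above the mean of all tested compounds plus 3 SD, cut at about 19% in these data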;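 note: higher means more PKAc released from R1A so a rise in polarization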
SR-BI DiI-HDL act – enhances SR-BI lipid uptake from DiI-HDL; CHO ldlA[mSR-BI] cells, DiI-HDL uptake fluorescence, 3 h; 100 = double the neutral-control signal; activation, % at 12.5 µM; 320,000 compounds, 0.096% hits;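 active = mean replicate activation of at least 60% and every replicate at or above 60%; inconclusive = mean or all-replicate condition met, but not both; inactive = mean below 60% and not all replicates reaching 60%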;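 note: 0% = median plate neutral-control signal and 100% = twice that signal; values of inactives mirror those of a sister screen read the other way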
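Test system: SR-BI-overexpressing, LDLR-lacking CHO cells; Also added: labelled HDL, 10 µg/mL; Measured by: bottom-read cell fluorescence after medium removal, ex 550/em 595 nm; Timing: 3 h uptake period with compound, 37 °C; Buffer or medium: F12, 0.5% BSA, 25 mM HEPES; Doses: single compound concentration, delivered by pin transfer.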
CDK5 inh – inhibitors of human CDK5/p35 kinase; Recombinant CDK5/p35, ADP-Glo luminescence, 60 min; inhibition, % at 10 µM; 330,000 compounds, 0.01% hits;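 active = highest replicate inhibition of at least 50% and at least 75% of replicates reaching 50%; inconclusive = only one of the two criteria met; inactive = both criteria failed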;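 note: plate controls were DMSO neutral control for no effect and GW8510 at 10 µM for full effect; many of its hits are not listed in these tables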
An asterisk follows results filed as active; u = inconclusive; x = not tested or not shown.

Order of values: CDK5 inh	SR-BI DiI inh	dFosB activator	PKA-R1A activ	MITF act	NSD2 HMT inh	Arrestin-AP2 inh	DSG3 Ab inh	SR-BI DiI-HDL act	PKA-R2B activ	SUMO Mot1 rescue
> O=C([C@@H]1CC=C[C@@H]2CCN(C3CCCCC3)C(=O)[C@@H]21)N1CCN(c2ccccc2)CC1
  0.9	27.1	0.0	5.5	2.8	x	3.4	106.3	-27.1	-4.8	91.3
> COc1ccccc1NC(=O)N1CCC(NC(=O)C(Cc2ccccc2F)NC(C)=O)CC1 (stereo not drawn)
  -0.6	3.6	-7.3	4.4	-11.9	-1.2	13.6	113.0	-3.6	5.5	3.4
> N#Cc1ccc(N2C(=O)[C@@H]3C(C(=O)c4ccc5ccccc5n4)=NN[C@@H]3C2=O)cc1
  -2.3	3.0	-12.1	-2.3	-1.0	1.6	-6.5	102.4	-3.0	9.4	-16.1
> Cc1cccc(N(C(=O)Nc2ccccc2)C2=NCC(C)S2)c1 (stereo not drawn)
  -0.4	-6.9	-1.3	-5.1	23.9	x	5.1	106.3	6.9	0.6	-5.5
> O=C(c1ccccc1)N1CCN(C2C3CC4CC(C3)CC2C4)CC1 (stereo not drawn)
  -0.4	-22.5	-0.7	-7.4	20.8	0.2	-0.7	103.4	22.5	-6.4	7.7
> CCN(CC)S(=O)(=O)c1cccc(-c2n[nH]c(=S)n2/N=C/c2ccc(C(=O)OC)cc2)c1
  3.3	6.3	-6.3	-14.4	-0.5	12.7	8.8	99.1	-6.3	1.9	-6.8
> COc1ccccc1-c1coc2c(CN3CCOCC3)c(O)ccc2c1=O
  0.4	-11.5	-1.2	-2.2	x	4.2	0.2	117.4	11.5	-6.0	-10.0
> CCC(C)[C@H](NC(=O)NC1CCN(Cc2ccccc2)CC1)C(=O)OC (stereo partly drawn)
  -0.3	7.5	-5.4	-2.7	8.8	-0.3	-5.9	107.5	-7.4	-2.1	5.3
> CC(C)(C)Nc1c2ccccc2nc2ccccc12
  1.2	7.3	-1.8	-3.9	6.3	0.7	4.9	131.2	-7.3	-2.2	1.8
> O=C(Cn1nc(-c2ccccc2)c2ccccc2c1=O)Nc1cccc(O)c1
  -0.7	4.8	-8.5	3.2	-18.6	-2.1	26.3	101.3	-4.8	-1.6	33.4
> CCN(C(=O)CSc1nc2cc(C(F)(F)F)ccc2n1Cc1ccccc1)C1CCS(=O)(=O)C1 (stereo not drawn)
  -1.1	-12.0	-14.4	4.7	-3.4	-2.2	1.7	90.3	12.0	8.4	-8.4
> O=C(COC(=O)C1CC(=O)N(c2nc(-c3ccccc3)cs2)C1)c1ccccc1 (stereo not drawn)
  -0.6	7.3	-11.2	1.6	x	-0.2	27.4	x	-7.3	-4.0	-4.3
> Cc1ccnc(NC(=O)c2cc3cc(F)ccc3s2)c1
  0.0	19.2	-19.5	-7.4	52.2	-3.9	3.0	104.2	-19.2	0.2	-8.8
> COc1ccc(S(=O)(=O)N2CCCC(C(=O)NCc3ccc(F)cc3)C2)cc1 (stereo not drawn)
  0.0	-16.8	-10.2	-9.2	4.9	6.7	13.8	91.0	16.8	-3.3	-4.8
> O=C(c1ccc(OC2CCN(CCc3ccccc3)CC2)cc1)N1CCCC(CCCO)C1 (stereo not drawn)
  -4.2	0.5	-3.3	-7.4	16.0	0.8	11.8	131.9	-0.5	-6.7	4.6
> O=C(c1cnn2c(C(F)F)cc(C3CC3)nc12)N1CCCC1
  0.3	14.3	-0.5	-7.1	-9.4	-0.2	7.0	97.1	-14.3	0.9	-12.4
> COc1cccc(Nc2ccc(N3CCCCC3)cc2)c1OC
  0.7	66.9	0.2	-3.6	u	x	24.6	106.2	-66.9	-4.9	0.3
> COc1ccc2c(C)c(C(=O)O)oc2c1
  -0.1	-16.7	-3.4	-14.2	x	-0.3	22.4	99.5	16.7	2.0	-4.4
> CSc1nc2sc3c(c2c(=S)[nH]1)CC(C)(C)OC3
  0.6	0.7	1.3	1.6	-2.4	1.9	-0.5	103.8	-0.7	-13.5	266.5
> O=C1C=C(NC2CCCC2)CC(c2ccccc2)C1 (stereo not drawn)
  0.6	-8.7	2.6	x	1.5	-1.9	47.0	98.0	8.7	x	2.8
> COc1ccc(NS(=O)(=O)c2cccc(C(=O)NNC(=O)c3cc(S(N)(=O)=O)ccc3OC)c2)cc1
  6.2	6.0	-10.2	-5.0	-11.8	0.6	7.3	106.6	-6.0	-13.3	4.8
> NC(=O)CSc1nc2cc3c(cc2c(=O)n1CCCC(=O)NCc1ccc2c(c1)OCO2)OCO3
  -0.9	17.8	3.1	8.9	x	-0.3	-6.6	95.8	-17.8	6.0	10.2
> Nc1c(C(=O)C2CC2)sc2nc(-c3cccs3)cc(C(F)(F)F)c12
  -0.6	-4.6	1.2	0.8	-2.5	-2.3	17.8	x	4.6	3.6	-16.0
> CN(/N=C/c1cc(Cl)cc(Cl)c1O)c1c(Cl)cccc1[N+](=O)[O-]
  -3.4	1.5	-13.7	-7.8	-13.6	0.8	-2.7	x	-1.5	3.3	9.3
> CC1CCN(C(=O)CCS(=O)(=O)c2cc3c(cc2Cl)NC(=O)CO3)CC1
  -2.7	-26.6	-7.0	-4.4	x	x	-3.9	101.6	26.6	0.3	-10.8
> O=c1cc(-c2cccc(Br)c2)oc2cccc(O)c12
  0.8	-3.2	-2.3	-7.9	16.5	x	-0.5	101.4	8.8	2.1	45.4
> CCCCOc1ccc(N(CC(=O)NC2CCCCC2)C(=O)c2snc(C(N)=O)c2N)cc1
  0.0	x	-2.8	-9.6	-12.3	-1.3	3.6	x	x	-1.7	398.4
> CC(C)(C)NC(=O)CSc1nnc(-c2ccncc2)o1
  -0.1	-24.8	-3.6	1.2	-1.9	-4.4	-5.4	97.2	24.8	4.7	-2.1
> Cc1ccc(C(=O)/C=C/NCc2ccc(F)cc2)cc1
  -0.5	-28.8	-9.2	-10.3	17.5	0.5	13.3	101.0	28.8	-2.0	-3.8
> FC(F)(F)c1cc(C(F)(F)F)c2ccc(N3CCN(c4ccccc4)CC3)nc2n1
  -0.2	11.3	-7.9	-3.1	x	1.5	5.9	93.8	-11.3	-5.2	-3.2
> Cn1c(=O)c2c(nc(SCCN3CCOCC3)n2Cc2cccc3ccccc23)n(C)c1=O
  -0.7	-0.2	-3.3	3.0	-5.3	2.6	5.8	104.5	0.2	-11.0	33.8
> O=C(COC(=O)c1ccc(N2CCOCC2)c([N+](=O)[O-])c1)Nc1ccc2c(c1)OCO2
  -2.1	13.9	2.8	1.7	-4.1	1.5	-3.2	77.9	-13.9	7.6	-1.0
> COc1cccc2cc(C(=O)N3CCN(c4ccc(C)cc4C)CC3)c(=O)oc12
  -0.7	-28.5	-4.4	2.3	12.8	x	-4.3	110.7	28.5	-3.7	14.7
> Cc1cc2cc(CN(Cc3ccco3)S(=O)(=O)c3c(C)ccc4nsnc34)c(=O)[nH]c2cc1C
  -2.5	-14.4	-9.4	-1.6	-53.4	1.5	2.1	95.5	14.3	-1.4	8.2
> COc1ccc(/C=C2\N=C(C)OC2=O)cc1OC
  0.4	-26.8	-2.9	-5.8	-12.2	-2.3	9.2	95.6	26.8	-3.4	7.4
> COc1ccc(OCCCC(=O)Nc2ccc3c(c2)OCO3)cc1
  0.6	4.0	-3.6	6.0	-1.9	1.6	62.1*	100.1	-4.0	-1.1	13.3
> CCOc1ccc(N(CC(=O)NCc2ccccc2)S(=O)(=O)c2ccc(C)cc2)cc1
  1.1	x	0.3	-9.5	-11.6	-0.3	0.0	98.9	x	-7.7	4.2
> Cc1cc(CNC(=O)C2CCC(=O)N(CCc3cccc(F)c3)C2)on1 (stereo not drawn)
  -1.1	-7.2	-1.7	-2.5	11.2	-1.9	1.0	108.0	7.2	-6.4	-7.0
> Cc1cc(NC(=O)/C=C/c2cccc(F)c2)n(-c2nc3ccccc3[nH]2)n1
  -1.4	95.2*	6.4	-4.6	19.1	-2.0	24.6	x	-95.2	-9.7	-3.0
> Cc1cccc(S(=O)(=O)Nc2cc(Cl)ccc2N2CCOCC2)c1
  -0.5	-7.0	-0.4	-14.1	13.2	-0.9	-14.9	121.6	7.0	-10.7	106.7
> CN(CC(=O)Nc1ccc(F)cc1)C(=O)C1CCN(S(=O)(=O)c2ccc3c(c2)OCCO3)CC1
  -0.3	6.3	-4.2	7.0	-4.1	x	-3.0	89.0	-6.3	-6.8	49.2
> CN=c1scc(-c2cc(OC)ccc2OC)n1/N=C/c1c(C)[nH]c2ccccc12
  -3.0	77.2*	-1.8	-14.4	-0.9	0.7	33.3	93.1	-77.2	-8.9	-15.9
> COc1ccc(Cl)cc1NC(=O)Cn1c(=O)oc2ccccc21
  -0.7	5.9	3.9	5.9	-0.2	22.5	-3.9	107.8	-5.9	7.0	-1.4
> CC(C)(C)c1ccc(-c2ccc3c(c2)S(=O)(=O)c2ccccc2C3=O)cc1
  -2.2	3.2	-1.0	3.8	30.5	x	14.2	95.3	-3.2	-19.5	-6.6
> CCn1nc(NC(=O)COC)c2cc3cccc(C)c3nc21
  0.9	20.9	2.6	-3.8	-9.0	-21.4	32.1	103.9	-20.9	9.7	8.3
> CCn1c(SCC(=O)N2CCCCC2)nc2c1c(=O)n(C)c(=O)n2C
  0.8	-28.8	-2.8	-10.0	-2.0	69.4*	20.9	98.6	28.7	-4.5	-7.2
> COc1ccc(N2CCN(S(=O)(=O)c3ccc(Cl)s3)CC2)cc1
  0.2	7.8	7.1	-6.0	3.9	-4.6	17.1	101.9	-7.8	-6.0	5.1
> Oc1cccc(/C=N/N=C/c2cccc(O)c2O)c1O
  1.7	-9.4	-6.6	6.8	x	8.5	0.0	99.0	9.4	0.3	14.9
> CC(Sc1nc(N)cc(=O)[nH]1)C(=O)Nc1sc2c(c1C#N)CCCC2 (stereo not drawn)
  -2.4	-3.5	0.5	-4.8	-7.2	2.7	-17.5	101.5	3.5	-13.0	-5.7
